697 NFkB inh – inhibitors of PMA/ionomycin-induced NF-kB reporter, 697 cells, primary screen, B-cell NF-kB inhibitor project, cell-based, luminescence, uHTS. 697 B-cell NF-kB luciferase reporter, 16 h. inhibition, % at 4 µM. 330,000 compounds, 0.33% hits. AID 435022, 2010; in the data active means inhibition above about 35%
Jurkat NFkB inh – inhibitors of induced NF-kB luciferase reporter, primary screen, TCR NF-kB activation inhibitor project, cell-based, luminescence, uHTS; Jurkat, PMA/ionomycin-induced NF-kB luciferase reporter; inhibition, % at 4 µM; 330,000 compounds, 0.53% hits
SENP8 block – SENP8 protease inhibitors, primary screen, biochemical, luminescence; Sentrin-specific protease 8 (Homo sapiens), Q96LD8; purified SENP8, Z-RLRGG-aminoluciferin cleavage; inhibition, % at 10 µM; 330,000 compounds, 1.2% hits; AID 2540, 2010
Target sequence (Q96LD8 whole entry, looked up): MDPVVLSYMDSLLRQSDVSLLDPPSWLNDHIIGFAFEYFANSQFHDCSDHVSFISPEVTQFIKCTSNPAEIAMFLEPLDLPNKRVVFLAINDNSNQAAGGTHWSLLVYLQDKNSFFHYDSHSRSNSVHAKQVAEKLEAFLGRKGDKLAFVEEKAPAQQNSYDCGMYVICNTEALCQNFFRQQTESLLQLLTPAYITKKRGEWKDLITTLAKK
HKDC1 inh – HKDC1 hexokinase inhibitors, primary screen, biochemical, fluorescence, uHTS. recombinant HKDC1, G6PDH/diaphorase resazurin coupled fluorescence. inhibition, % at 20 µM. 340,000 compounds, 0.16% hits. AID 493160, 2011;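 active means inhibition above about 35% when tested at 20 µM, limit read from the data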;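 further: plate controls were DMSO wells with enzyme for no effect and DMSO wells lacking enzyme for full effect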
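Test system: HK5 enzyme. Quantity: 5 µg/mL HK5 final. Reagent: glucose and ATP substrates. Schedule: 90 min reaction incubation at room temperature, dark. Technique: resazurin-to-resorufin fluorescence via G6PDH and diaphorase coupling, 525/613 nm. Control set: DMSO wells with and without enzyme mix.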
SENP7 block – SENP7 protease inhibitors, primary screen, biochemical, luminescence, uHTS; Sentrin-specific protease 7 (Homo sapiens), Q9BQF6; recombinant SENP7, Z-RLRGG-aminoluciferin luminescence, 40 min; inhibition, % at 5 µM; 330,000 compounds, 1.5% hits; AID 434973, 2010;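 active means inhibition above about 50% at the single test dose, limit read from the data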;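 further: plate controls were DMSO with enzyme for no effect and no enzyme buffer wells for full effect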
Target sequence (Q9BQF6 706-1050 limits assumed): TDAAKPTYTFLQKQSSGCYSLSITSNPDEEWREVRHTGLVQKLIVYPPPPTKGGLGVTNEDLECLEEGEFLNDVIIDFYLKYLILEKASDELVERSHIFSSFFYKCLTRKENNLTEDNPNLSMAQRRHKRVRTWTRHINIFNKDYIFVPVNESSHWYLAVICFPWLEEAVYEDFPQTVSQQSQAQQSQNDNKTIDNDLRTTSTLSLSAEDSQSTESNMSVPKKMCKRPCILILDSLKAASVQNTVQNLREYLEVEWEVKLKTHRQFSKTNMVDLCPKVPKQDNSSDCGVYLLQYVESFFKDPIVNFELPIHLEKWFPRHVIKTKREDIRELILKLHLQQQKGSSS
Gli-Sufu block – Gli-Sufu pathway antagonists, primary screen, luciferase luminescence, Sufu-KO-LIGHT cells, uHTS; Sufu-KO-LIGHT fibroblasts, Gli luciferase reporter luminescence; 340,000 compounds, 0.74% hits; inhibition, % at 5 µM;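 active means inhibition above about 55%, limit read from the data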;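 further: 0% = DMSO-treated cells and 100% = wells with medium but no cells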
Apaf-1 inh – inhibitors of human Apaf-1 apoptosome, primary screen, biochemical, DEVD-Rh110 fluorescence, uHTS; inhibition, % at 20 µM; reconstituted apoptosome caspase-3 activity; 330,000 compounds, 0.71% hits; Apoptotic protease-activating factor 1 (Homo sapiens), O14727; active means inhibition of at least 40% at 20 µM;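 further: plate controls were DMSO wells for no effect and DEVD-CHO caspase inhibitor wells for full effect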
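detection = Rh110 fluorescence intensity | test system = biochemical Apaf-1 apoptosome reconstitution | also added = cytochrome c and DEVD-Rh110 substrate | schedule = 30 min plus 50 min, RT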
UBC13 inh – UBC13 polyubiquitin chain formation inhibitors, primary screen, biochemical, TR-FRET, uHTS; inhibition, % at 20 µM; 330,000 compounds, 0.47% hits; in the data active means inhibition above about 45%, passing the limit was not always enough
Target sequence (P61088 whole entry, looked up): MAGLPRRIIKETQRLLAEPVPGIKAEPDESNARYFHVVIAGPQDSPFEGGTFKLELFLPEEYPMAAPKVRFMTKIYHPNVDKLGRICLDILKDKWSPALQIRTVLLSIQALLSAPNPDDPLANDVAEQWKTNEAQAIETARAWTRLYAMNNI
* hit, by the source's call; . = no result given. Unless noted, no stated cut-off is given here; in the data, active means inhibition above about 50%; inactive means the rest. Outcome played no part in choosing rows; overall some 3.6% were active at least once.

SMILES	697 NFkB inh	Jurkat NFkB inh	SENP8 block	HKDC1 inh	SENP7 block	Gli-Sufu block	Apaf-1 inh	UBC13 inh
COc1ccc(C2/C=C\CN(C(=O)c3ccccc3)CC(=O)N2Cc2cccc(F)c2)cc1 (configuration not stated)	-1	.	.	-5	4	1	20	.
COc1cc(/C=N/n2c(-c3n[nH]c4c3CCC4)n[nH]c2=S)cc(OC)c1O	1	4	0	2	0	1	-11	7
CN(C)S(=O)(=O)c1cc(NC(=O)COC(=O)c2nc(Cl)ccc2Cl)ccc1Cl	-14	-8	-13	-4	-5	7	10	-4
Cc1ccc(CSCc2ccc(C(=O)NCCC(C)C)o2)cc1	-33	-2	3	6	8	-2	18	5
CCN(CC)C(=O)N1CCN(Cc2ccc3c(c2)OCO3)CC1	-7	-5	-1	-2	1	-6	9	-8
CN1C(=O)C(C)(C)c2cc(S(=O)(=O)N3CCCCCC3)ccc21	7	-7	-4	-6	7	4	16	-8
CCOCCCNS(=O)(=O)c1ccc2c(c1)OCCO2	13	9	3	-3	-2	0	-6	4
COc1cccc2c1cc1c(=O)n(CC(=O)NCCCN3CCCCC3)nc(C)n12	-16	-17	0	2	-4	10	16	4
CC(C)(C)c1ccc(C(=O)Nc2ccc(S(N)(=O)=O)cc2)cc1	-74	-10	-5	4	-7	1	17	-3
N#Cc1cnc(SCC(=O)NNC(=O)COc2cccc3ccccc23)nc1N	5	-5	-1	18	7	-2	3	2
COc1ccc2cc(/C=C/C(=O)N3CCN(CC(=O)N4CCCCCC4)CC3)ccc2c1	-26	-40	-8	1	-8	-37	24	6
Cn1c(=O)c2[nH]c(NCCCN3CCOCC3)nc2n(C)c1=O	5	0	2	-8	-1	3	-16	2
CCOC(=O)CNC(=S)n1cnc(N)n1	-3	-1	-5	1	0	1	-8	-14
O=C(NCc1ccc2c(c1)OCO2)c1cc2c(s1)CS(=O)(=O)C2	6	10	-4	-13	4	-22	-23	-2
CCN(C[C@H]1N[C@@](C)(C(=O)OC)[C@H]2C(=O)N(Cc3ccccc3)C(=O)[C@@H]12)C(=O)Nc1ccc(F)cc1	-2	3	-5	-3	2	-6	-4	4
CCC1=C2CC[C@H]3C(=O)N(CC)C(=O)[C@H]3[C@H]2[C@@]2(Cc3ccccc3)C(=NCCOC)OC(=O)N2C1=O	18	-7	-4	-4	2	-16	10	4
CCC(C)NC(=O)C1c2ccccc2Oc2ccccc21 (configuration not stated)	10	4	1	-3	4	5	-18	5
COc1ccc(NC(=O)CC(C)c2ccccc2)c([N+](=O)[O-])c1 (configuration not stated)	-7	-8	-3	8	-6	-12	5	-12
Cc1ccc(S(=O)(=O)N(C)c2ccc(C(=O)NCc3ccccc3F)cc2)cc1	8	21	1	-5	5	-6	14	-4
CCCCN(CC)C(=O)CSc1nc2n[nH]c(C)c2c(=N)n1-c1cccc(C)c1	-14	12	-1	3	0	10	8	13
O=C(CSc1nnc(CNC(=O)c2cccs2)o1)c1ccccc1	-29	2	-7	-4	-8	5	-3	-12
CCCNC(=O)c1ccc(COc2ccc(C)cc2)o1	1	4	-9	-6	-15	0	2	-11
O=C(NC(=S)Nc1ccccc1Br)c1cccnc1	-13	-14	10	3	4	14	4	3
Cc1ccc(C(=O)N2CCC(C(=O)Nc3cccc([N+](=O)[O-])c3)CC2)cc1	15	13	-3	-1	-2	-12	14	29
Cc1sc(NC(=O)c2cccc([N+](=O)[O-])c2)c(C(N)=O)c1-c1ccc(C(C)(C)C)cc1	-23	1	-10	-5	-5	38	6	-25
Going on with the list:
SMILES	697 NFkB inh	Jurkat NFkB inh	SENP8 block	HKDC1 inh	SENP7 block	Gli-Sufu block	Apaf-1 inh	UBC13 inh
Cc1ccc(NS(=O)(=O)c2cccc(C(=O)N3CCN(c4ncccn4)CC3)c2)cc1	5	-8	-3	8	4	0	1	7
CCOc1nc(NCCO)nc(Nc2ccccc2F)n1	15	1	-5	-1	2	-11	-7	3
CCC(Sc1nc2ccccc2c2nc3ccccc3n12)C(=O)NCc1ccco1 (configuration not stated)	-80	2	0	.	-5	.	31	-32
COc1ccc(-n2nnnc2-c2nc3ccccc3s2)cc1	-371	-213	50*	10	-3	-12	7	53*
COc1cccc(NC(=O)C(NCCc2ccc(S(N)(=O)=O)cc2)c2ccccc2)c1 (configuration not stated)	22	0	-2	-3	0	11	15	-1
CC(=O)c1cccc(CN2CCCC(C(=O)c3ccc4c(c3)OCO4)C2)c1 (configuration not stated)	-4	3	3	-6	10	18	2	-4
COc1ccc(/C=C(\NC(=O)c2ccccc2)C(=O)NC2CCS(=O)(=O)C2)cc1 (configuration not stated)	20	3	0	-8	2	0	-28	2
CCOC(=O)N1CCN(C(=O)C2CCN(S(=O)(=O)N(CC)CC)CC2)CC1	25	2	6	-16	6	0	-16	2
Cc1cccc(Cn2nc(C)cc2NC(=O)Cn2cc([N+](=O)[O-])cn2)c1	16	12	-5	-5	1	23	1	5
Fc1ccccc1CSc1nnc(Cn2cnc3ccccc32)n1-c1ccccc1	-20	7	4	6	-2	0	-2	-2
O=C(C[n+]1ccc(C(=O)NCc2ccccc2)cc1)c1ccc(Cl)cc1	-20	0	-10	-5	7	2	-4	2
O=C(O)CSCC(=O)N1CCCCC1	8	10	2	-5	9	-3	-2	8
COc1cc([N+](=O)[O-])ccc1NC(=O)C1CCCN(S(C)(=O)=O)C1 (configuration not stated)	12	18	2	-1	1	-4	-5	0
CCC1(C)OC(=O)NN(c2ccc(C)cc2)C1(C)O (configuration not stated)	-11	-8	7	-10	-1	-12	2	1
COc1cccc(CNC(=O)C2CCCN(C(=O)c3ccc(Cl)cc3)C2)c1 (configuration not stated)	15	5	-3	-3	5	0	-2	1
c1ccc(-c2nc(-c3ccco3)cs2)nc1	-31	-12	-1	-4	14	-26	8	-7
COc1ccc(/C=C/C(=O)OCC(=O)NC2CCCC(C)C2C)cc1S(=O)(=O)N1CCOCC1 (configuration not stated)	19	7	-2	0	6	6	-1	2
COc1ccc(NC(=O)NNC(=O)c2ccc(-c3ccccc3)cc2)c(OC)c1	2	-2	-1	2	3	-16	21	4
Cc1ccc(C)c(NC(=O)c2cc(-c3ccccc3O)n[nH]2)c1	-81	-65	1	4	33	-5	16	7
CCN(CC)c1ccc(C2C(C(C)=O)C(=O)CC(C)(O)C2C(C)=O)cc1 (configuration not stated)	3	-3	0	-3	-4	-10	-3	-2
O=C(Cc1ccc(F)cc1)NC1CCSC1=O (configuration not stated)	1	-4	-8	-10	-6	0	2	-2
CCN(CC)S(=O)(=O)c1ccc(Cl)c(C(=O)NCc2ccccc2Cl)c1	-29	-8	2	6	8	-9	17	-8
CCOc1ccc(C(=O)CCC(=O)N2CCN(S(=O)(=O)c3cccc(F)c3)CC2)cc1	-2	0	-9	5	-5	4	10	-9
O=C(N/N=C/c1ccc(Br)s1)c1ccco1	-23	-17	-7	3	5	-16	-13	0
CC(c1ccccc1)N1CCc2[nH]c(=S)[nH]c(=O)c2C1 (configuration not stated)	11	-5	-1	-8	6	-1	3	9

For convenience, some entries already given.
SMILES	697 NFkB inh	Jurkat NFkB inh	SENP8 block	HKDC1 inh	SENP7 block	Gli-Sufu block	Apaf-1 inh	UBC13 inh
Cc1ccc(NS(=O)(=O)c2cccc(C(=O)N3CCN(c4ncccn4)CC3)c2)cc1	5	-8	-3	8	4	0	1	7
CCOc1nc(NCCO)nc(Nc2ccccc2F)n1	15	1	-5	-1	2	-11	-7	3
CCC(Sc1nc2ccccc2c2nc3ccccc3n12)C(=O)NCc1ccco1 (configuration not stated)	-80	2	0	.	-5	.	31	-32
COc1ccc(-n2nnnc2-c2nc3ccccc3s2)cc1	-371	-213	50*	10	-3	-12	7	53*
COc1cccc(NC(=O)C(NCCc2ccc(S(N)(=O)=O)cc2)c2ccccc2)c1 (configuration not stated)	22	0	-2	-3	0	11	15	-1
CC(=O)c1cccc(CN2CCCC(C(=O)c3ccc4c(c3)OCO4)C2)c1 (configuration not stated)	-4	3	3	-6	10	18	2	-4
COc1ccc(/C=C(\NC(=O)c2ccccc2)C(=O)NC2CCS(=O)(=O)C2)cc1 (configuration not stated)	20	3	0	-8	2	0	-28	2
CCOC(=O)N1CCN(C(=O)C2CCN(S(=O)(=O)N(CC)CC)CC2)CC1	25	2	6	-16	6	0	-16	2
Cc1cccc(Cn2nc(C)cc2NC(=O)Cn2cc([N+](=O)[O-])cn2)c1	16	12	-5	-5	1	23	1	5
Fc1ccccc1CSc1nnc(Cn2cnc3ccccc32)n1-c1ccccc1	-20	7	4	6	-2	0	-2	-2

Remaining list, next part:
SMILES	697 NFkB inh	Jurkat NFkB inh	SENP8 block	HKDC1 inh	SENP7 block	Gli-Sufu block	Apaf-1 inh	UBC13 inh
CC(Oc1ccc2c3c(c(=O)oc2c1)CCC3)C(=O)N[C@@H](Cc1ccccc1)C(=O)O (some centres not stated)	21	6	5	-2	-2	5	-11	0
NS(=O)(=O)c1ccc(CNC(=O)CCC2CCCCC2)cc1	-3	8	-2	-4	5	-12	1	2
O=C(OCCN=C1NS(=O)(=O)c2ccccc21)c1ccncc1	4	-3	6	-9	-7	4	-15	14
COC(=O)C(Cc1c[nH]c2ccccc12)N1CCS(=O)(=O)CC1 (configuration not stated)	8	9	-10	-7	0	3	0	9
CCCCCNC(=O)c1cc(S(=O)(=O)N2CCCCC2)ccc1F	0	6	-4	-4	-12	1	0	0
Cc1cccc(C)c1OCCNC(=O)CCC(=O)c1ccccc1	-17	12	-12	-15	-7	-3	5	-13
CN1CCN(C(=O)/C(=C/c2ccc(F)cc2)NC(=O)c2ccccc2)CC1	6	14	-2	-6	6	10	-8	2
COc1ccc(S(=O)(=O)N2N=C(c3cccc(NS(C)(=O)=O)c3)CC2c2ccco2)cc1 (configuration not stated)	11	-1	-1	7	0	-44	-6	8
CC1CCCC(NC(=O)c2cn(C)c3ccc(S(=O)(=O)N4CCCC4)cc3c2=O)C1C (configuration not stated)	-5	3	5	.	6	.	29	1
COc1ccc(S(=O)(=O)Oc2ccc3ccccc3c2)cc1	-37	-13	-20	-6	-3	-23	7	-5
COc1ccc(Cl)cc1NC(=O)COC(=O)C1CC1	19	-7	1	2	4	-11	-3	9
COc1ccc(S(=O)(=O)N(CC(=O)NCc2cccnc2)Cc2ccccc2)cc1	10	8	-6	-6	-9	-4	6	-10
Cc1cccc(C(=O)OCC(=O)c2cccc(Br)c2)c1O	-23	-3	-1	0	-11	-13	-1	14
CC(C)(C)C1=C(C#N)C(c2cc3c(cc2Br)OCO3)C(C#N)=C(N)O1 (configuration not stated)	16	-7	-5	3	2	-87	24	10
CON(C)c1nc(OCCNC(=O)OCc2ccc(Cl)cc2C)nc(N(C)C)n1	11	-8	-2	0	-2	1	1	5
COc1cc(CNc2ncn[nH]2)ccc1OCc1cccc(C)c1	-48	-51	-11	2	-15	47	4	-9
CN(C)/C=C1\C(=O)N(C)N=C1C(F)(F)F	23	7	9	10	-4	2	-10	5
C=CCNC(=O)c1ccc2c3n(nc2c1)-c1ccc(Cl)cc1CO3	-116	-31	19	-7	6	-80	4	-11
Cc1ccc(OCc2ccoc2C(=O)O)cc1C	-7	1	-6	-3	-3	3	1	2
Cc1cc(C)n(CC(=O)NCc2ccccc2)c(=O)c1C#N	3	11	3	-9	-1	3	-14	-6
CCC(=O)c1cn(CC(=O)O)c2ccccc12	13	-8	-11	-8	-8	-3	7	-6
CCNC(=O)N(CC)C[C@H]1N[C@@](Cc2ccccc2)(C(=O)OC)[C@H]2C(=O)N(C)C(=O)[C@@H]12	-5	-17	-12	-9	-4	2	1	-6
Cc1nc2cc3sc(C)nc3cc2s1	1	-6	-6	-1	5	8	-11	-1
Clc1ccc(Cl)c(OCCN2CCCC2)c1	15	-1	2	1	7	5	-1	6

From PubChem BioAssay
